RORg inh – ROR gamma (mouse) transcription inhibition; Drosophila S2 Gal4-RORgamma UAS-luciferase reporter, 20 h; AID 2551; Potency, µM (doses to about 53.6 µM), for inactives: top-dose activity change, negative = inhibition, hits mostly inhibitors; 5.4% of 310,000 active; P51450; further: potency means the concentration at half of the fitted maximal effect; on the % scale 0 is the no-effect control and ±100 the full control effect; nearly all actives have a fitted effect of over 60% in size
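Compounds are pin-transferred onto Drosophila Schneider cells expressing a copper-inducible Gal4–ROR gamma transactivation domain fusion. After 1 hr, copper sulfate is added to 700 uM final; luciferase is read 20 hr later.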
ELG1 repair inh – inhibitors of ELG1-dependent DNA repair in HEK293T cells; HEK293T ELG1-luciferase reporter, luminescence, 16 h; DNA damage induced by 5-fluorouridine; Potency, µM (series often up to 46.1 µM), for the others: at the top dose activity change, negative = inhibition, hits mostly inhibitors; 2.3% of 330,000 active; AID 504467; further: potency means the concentration at half of the fitted maximal effect; on the % scale 0 is the no-effect control and ±100 the full control effect; nearly all actives have a fitted effect of over 55% in size
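Quantitative HTS, concentration-response format. 2,000 cells/well co-treated with 5-fluorouridine and compound, 16 hr in 5% CO2 at 37 °C; ONE-Glo luminescence read after 30 min.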
Rab9 promoter act – Rab9 promoter activation; 2.8% of 320,000 active; Potency, µM (highest dose often 9.22 µM), inactives show at the top dose activation, negative = inhibition, usual class: activators; Huh7 Rab9 promoter-luciferase reporter, luminescence, 24 h; further: potency means the concentration at half of the fitted maximal effect; % of control where 0% means no effect; nearly all actives have a fitted effect of over 60% in size
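Quantitative HTS format; Huh7 Rab9-luciferase reporter cells (1500/well) receive compound 2 h post-plating, incubate 24 h at 37 °C, then get luciferase reagent for 10 min before luminescence reading.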
Menin MLL FP TR – menin-MLL binding inhibition, Texas Red mutant peptide. O00255. Menin + Texas Red MLL mutant peptide, fluorescence polarization. Potency, µM (highest dose often 61.6 µM), for the others: at the highest dose FP activity change, negative = inhibition, most hits filed as inhibitors. 0.23% of 270,000 active. AID 1768; active means well fitted inhibition curve with a large enough effect in the polarisation, with a control signal flat, not every such curve was filed as active; inconclusive means small, poorly fitted or top-dose-only effect, or effect the other way, or a change in a side signal; inactive means no such curve, though single readings can be large or run the other way; the % refers to the polarisation; further: potency means the concentration at half of the fitted maximal effect; % of control where 0% means no effect; many of its hits are not listed in these tables
Mito fusion yeast – inhibitors of mitochondrial division or activators of mitochondrial fusion | AID 485298 | S. cerevisiae fusion-defective mutant growth rescue, CellTiterGlo 48 h | Potency, µM (top dose mostly 46.1 µM), without a hit: top-dose growth rescue (activation), actives largely listed as activators | 0.23% of 320,000 active;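 further: potency means the concentration at half of the fitted maximal effect; % of control where 0% means no effect; nearly all actives have a fitted effect of over 45% in size; temperature-sensitive fusion mutants such as fzo1-1 at 37 °C on non-fermentable ethanol glycerol medium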
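S. cerevisiae fusion-defective temperature-sensitive mutants (e.g. fzo1-1, mgm1-5) grown 48 h at 37C in YPEG (ethanol/glycerol non-fermentable) medium with 23 nl compound per well; growth rescue read as CellTiterGlo luminescence.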
NPC1 prom act – activates the NPC1 promoter | Huh7 NPC1 promoter luciferase reporter, 24 h | Potency, µM (titrated, usually from 9.22 µM), for the others: at the highest dose activation, actives largely listed as activators | 2.4% of 320,000 active;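 further: potency means the concentration at half of the fitted maximal effect; % of control where 0% means no effect; nearly all actives have a fitted effect of over 60% in size; reporter is driven by a mutant NPC1 promoter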
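Luminescence read-out of NPC1 promoter-driven luciferase in stably transfected Huh7 cells; compounds delivered in DMSO and left 24 h at 37C, 5% CO2, qHTS titration format.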
KCNH2 3.1 block – blocks the human KCNH2 3.1 channel isoform; activity change, % (tested at about 1.8 µM); AID 720553; 0.95% of 340,000 active; U2OS KCNH2 3.1, thallium flux FluxOr; hits give low values;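 active means maximum activity change below -70%; inconclusive means maximum activity change from -70% to -50%; inactive means maximum activity change above -50%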;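 further: thallium influx rate constant from kinetic fluorescence after stimulation buffer; on the % scale 0 is the no-effect control and ±100 the full control effect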
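U2OS cells transduced with KCNH2 3.1 mutant virus (1.77 x 10^8 /mL, 4 h), plated overnight at 37 C, loaded 45 min with FluxOr dye plus Red40 quencher. Thallium flux rate constant from kinetic reads after stimulation buffer, normalised to controls.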
MBNL1-CUG inh – MBNL1-poly(CUG) RNA binding inhibition; Potency, µM (doses to about 57.5 µM), inactives show at the top dose activity change, negative = inhibition, actives largely listed as inhibitors; Q9NR56; TR-FRET MBNL1-His/biotin-(CUG)12 binding, 665/545 ratio; AID 2675; 0.036% of 280,000 active; active means well fitted inhibition curve with a large enough effect in the signal ratio, with a control signal flat, not every such curve was filed as active; inconclusive means small, poorly fitted or top-dose-only effect, or effect the other way, or a change in a side signal; inactive means no such curve, though single readings can be large or run the other way; the % refers to the signal ratio; further: potency means the concentration at half of the fitted maximal effect; on the % scale 0 is the no-effect control and ±100 the full control effect
Target sequence (Q9NR56 whole entry, looked up): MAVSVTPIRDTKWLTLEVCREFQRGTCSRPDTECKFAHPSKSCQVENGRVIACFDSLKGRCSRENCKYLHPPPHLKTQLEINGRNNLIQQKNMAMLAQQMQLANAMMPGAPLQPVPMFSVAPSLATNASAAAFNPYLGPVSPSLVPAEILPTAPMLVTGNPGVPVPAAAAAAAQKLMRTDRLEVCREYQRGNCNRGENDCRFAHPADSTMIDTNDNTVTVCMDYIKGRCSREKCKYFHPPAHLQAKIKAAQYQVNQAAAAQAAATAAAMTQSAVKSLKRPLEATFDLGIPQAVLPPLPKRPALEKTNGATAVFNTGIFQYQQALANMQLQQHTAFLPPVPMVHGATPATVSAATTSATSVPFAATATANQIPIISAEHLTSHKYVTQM
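MBNL1-His + Biotin-(CUG)12, cpd titration 92 nM–58 uM; Tb anti-His Ab 0.055 ng/ul, SA-XL665 5 nM (final); 60 min RT; ratiometric 665/545 nm, Ex 340 nm; normalized to buffer and full-complex controls.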
VP16 counter – inhibits Gal4-VP16 luciferase reporter, ROR gamma counter-screen; AID 2546; 3.5% of 310,000 active; Potency, µM (titrated, usually from 53.6 µM), for inactives: at the top dose activity, negative = inhibition, hits mostly inhibitors; Drosophila S2 Gal4-VP16 UAS-luciferase, luminescence, 20 h;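 further: Gal4-VP16 expression switched on by copper sulfate through the metallothionein promoter; potency means the concentration at half of the fitted maximal effect; on the % scale 0 is the no-effect control and ±100 the full control effect; nearly all actives have a fitted effect of over 50% in size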
FLuc modulator – inhibits or activates purified firefly luciferase, miR-21 counter-screen. P08659. purified FLuc, Km substrates, luminescence inhibition. Potency, µM (doses to about 57.5 µM), without a hit: top-dose activity change, negative = inhibition, most hits filed as inhibitors. 6.9% of 360,000 active. AID 588342;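 further: potency means the concentration at half of the fitted maximal effect; plate controls were vehicle for no effect and reference inhibitor for full effect; nearly all actives have a fitted effect of over 55% in size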
Target sequence (P08659 whole entry, looked up): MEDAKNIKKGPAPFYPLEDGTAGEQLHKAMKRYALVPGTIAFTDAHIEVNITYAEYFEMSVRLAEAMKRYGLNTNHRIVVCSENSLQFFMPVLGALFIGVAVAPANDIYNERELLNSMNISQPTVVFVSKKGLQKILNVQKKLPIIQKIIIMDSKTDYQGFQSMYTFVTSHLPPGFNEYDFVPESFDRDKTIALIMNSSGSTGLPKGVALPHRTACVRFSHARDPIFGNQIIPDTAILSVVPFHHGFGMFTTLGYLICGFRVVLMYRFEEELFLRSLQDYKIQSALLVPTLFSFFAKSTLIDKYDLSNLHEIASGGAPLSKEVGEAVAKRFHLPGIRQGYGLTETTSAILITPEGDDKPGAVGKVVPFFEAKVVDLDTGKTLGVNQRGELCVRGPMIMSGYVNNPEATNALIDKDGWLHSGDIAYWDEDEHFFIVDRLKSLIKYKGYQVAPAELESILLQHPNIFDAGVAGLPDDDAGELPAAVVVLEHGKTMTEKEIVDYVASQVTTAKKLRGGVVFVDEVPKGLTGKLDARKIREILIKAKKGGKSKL
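Biochemical qHTS of compounds, final roughly 60 µM downward over six points, against 10 nM purified firefly luciferase using Km concentrations of substrates (10 uM D-luciferin, 10 uM ATP) in Tris acetate pH 7.5 buffer; luminescence output.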
PKM2 act – activators of human pyruvate kinase M2 | P14618 | purified PKM2, Kinase-Glo ATP luminescence, activation; response scale: 0% is enzyme alone, no compound | Potency, µM (titrated, usually from 57.5 µM), without a hit: at the top dose activation, usual class: activators | 0.34% of 260,000 active | AID 1631; further: potency means the concentration at half of the fitted maximal effect; on the % scale 0 is the no-effect control and ±100 the full control effect; nearly all actives have a fitted effect of over 55% in size
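ATP formation by purified human PK-M2, quantified via coupled luciferase luminescence after 1 h at room temperature with 0.1 mM ADP and 0.5 mM PEP final.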
* hit, by the source's call; ? = inconclusive; · = not tested or not shown; & = joins results of further samples; [ ] = remark or other dose. Unless noted, the call rests on the fitted dose curve; in most records, active means well fitted curve in the direction sought with a large enough effect; inconclusive means small, poorly fitted or top-dose-only effect, or another doubt; inactive means no such curve, though single readings can be large; an effect the other way counts as inactive or inconclusive.

Second line of a record: RORg inh	ELG1 repair inh	Rab9 promoter act	Menin MLL FP TR	Mito fusion yeast	NPC1 prom act	KCNH2 3.1 block	MBNL1-CUG inh	VP16 counter	FLuc modulator	PKM2 act
- COC(=O)c1ccc(Cn2nnc3c(=O)[nH]c(C4CCCN(S(=O)(=O)c5cccc(Cl)c5)C4)nc32)cc1 (stereo unspecified)
  21%	-3%	0%	18%	11%	1%	-1	1%	-17%	-4%&-15%	1%[0.46 µM]
- O=C(c1ccncc1)N1CCN(C2CCCCC2)CC1
  -17%	11%	-11%	26%	-2%	-5%	8	7%	4%	0%	-3%
- CCCn1c(=O)c(C(=O)Nc2c(C)n(C)n(-c3ccccc3)c2=O)c(O)c2ccccc21
  -26%	9%	-4%	-6%	-4%	7%	-8	-10%	-2%	-3%	-18%
- Cc1cc(NC(=O)CSc2nnc3c(C)cc4cc5c(cc4n23)OCO5)no1
  9%	-4%	5%	1%	-3%	1%	·	50%[activator]	1%	2%	2%
- COc1cc(NC(=O)c2ccccc2F)ccc1NC(=O)c1ccccc1Cl
  20%	-11%	5%	18%	18%	13%	-14	3%	1%	?	-7%
- Cc1ccccc1-c1ccc(/C=C2/SC(N3CCOCC3)=NC2=O)o1
  12%	8.2µM*	-9%	·	14%	-5%	3	5%	-8%	?	6%
- Cn1nccc1C(=O)OCC(=O)Nc1nc(-c2ccccc2)cs1
  3%	?	11%	?	-1%	11%	-23	-14%	-21%	?	16%
- COc1cc(CNCc2ccncc2)cc(OC)c1OC
  -20%	-13%	-8%	3%	0%	0%	-36	2%	-2%	-9%	0%
- Cn1c(NC(=O)C[n+]2cc(-c3ccccc3)n3c2CCC3)cc(=O)n(C)c1=O
  -2%	?	-4%	-14%	-1%	-2%	-22	-7%	7%	3%	-4%
- COc1ccc(Cc2nc(-c3ccc(NC(=O)c4cccnc4)cc3)no2)cc1
  -3%[0.365 µM]	2%	-7%	-2%	5%	0%	-10	7%	·	0%	1%
- COc1ccc(-c2nnn(CC(=O)N(Cc3ccccc3Cl)C(C(=O)NCC3CCCO3)c3ccco3)n2)cc1OC (stereo unspecified)
  ?	?	-3%	-5%	4%	0%	13	1%	16%	6%	2%
- CCOC(=O)c1[nH]c2ccc(OCC)cc2c1NC(=O)CN1CCCC(C)C1 (stereo unspecified)
  8%	?	0%	1%	?	-2%	7	1%	-20%	-1%	0%
- O=C(Nc1ccc(N2CCOCC2)nc1N1CCOCC1)c1cccc(C(F)(F)F)c1
  25%	0%	1%	·	-1%	-1%	6	11%	9%	-2%	-4%
- Cn1cccc1C(C#N)c1ncc(C(F)(F)F)cc1Cl (stereo unspecified)
  -29%	?	2%	-14%	0%	-10%	1	-3%	5%	-2%	-11%
- O=C1C2CC=CCC2C(=O)N1c1n[nH]c(Cc2ccccc2)n1 (stereo unspecified)
  -26%	1%	1%	-11%	2%	1%	2	-10%	-4%	13%[2.3 µM]	-8%
- CCOC(=O)/C=C1\CC(=O)Nc2nonc2N1
  -9%[0.365 µM]	-10%	-3%	-16%	1%	0%	-11	7%	·	6%	2%
- CC(C)(C)c1csc(NC(=O)c2cccs2)n1
  ?	?	3.5µM*	-10%	13%	3.2µM*	4	5%	18%	11µM*	-8%
- CC1(C)Cc2ccccc2C(NNC(=O)c2ccccn2)=N1
  0.05µM*	?	-6%	-7%	-2%	-5%	19	5%	0.1µM*	-9%	-12%
- CCC(=O)c1ccc(OCC(=O)Nc2ccccc2N2CCOCC2)cc1
  ·	?	0%	·	-3%	-2%	1	·	·	4%	·
- O=C(O)c1cc2cc(Cc3cccnc3)ccc2o1
  0%	·	16%[46.1 µM]	4%&3%	-3%	12%[46.1 µM]	·	·	-3%	·	·
- COc1ccc(-n2cnc3c(sc4nc(N5CCOCC5)c5c(c43)CCCC5)c2=O)cc1
  -18%	20%	-4%	-9%	-3%	-4%	13	-1%	-8%	-4%	-3%
- NS(=O)(=O)c1ccc(CNC(=O)c2scc3c2CCCC3)cc1
  10%	?	-4%	-9%	-1%	-3%	-45	-7%	-3%	-8%	-3%
- COc1ccc(CSCCNC(=S)Nc2ccccc2)cc1Cl
  4.5µM*	?	-7%	?	-12%	1%	-9	-4%	?	-15%	23%
- CCCCOC(=O)c1ccc(NC(C)=O)cc1
  2%	?	1%	10%	6%	19%	5	5%	14%	?	1%
- Cc1cc(C(=O)CSc2nnc(N)s2)c(C)n1Cc1cccs1
  8.9µM*	?	0.28µM*	-15%	7%	0.56µM*	-16	7%	11µM*	0.85µM*	9%
- O=C1CCCC2=C1C(c1ccc(Cl)cc1)C1C(=O)c3ccccc3C1=N2 (stereo unspecified)
  -7%	-28%	-1%	·	7%	-1%	2	?	-1%	-1%	10%
- Cc1nc2c3c(-c4ccccc4)c(-c4ccccc4)oc3ncn2n1
  0%	4%	-2%	9%	-2%	-6%	·	2%	2%	9%	-9%
- COC(=O)c1c(NC(=O)CC2SC(N)=NC2=O)sc(C)c1C (stereo unspecified)
  -1%	5%	0%	-5%	-5%	0%	-6	-4%	7%	-15%	6%
- O=c1cc(CN2CCN(S(=O)(=O)c3ccccc3)CC2)nc2sccn12
  9%	22%	-5%	3%	-6%	-2%	-1	1%	-2%[10 µM]	-1%	-3%
- CCOC(=O)c1ccc(NC(=O)NNS(=O)(=O)c2cc(OC)ccc2OC)cc1
  -33%	6%	1%	8%	2%	0%	·	1%	5%	4%	-2%
- O=C1C(c2ccccc2)SC(=Nc2ccccc2)N1S(=O)(=O)c1ccccc1 (stereo unspecified)
  11%	18%	3%	?	1%	6%	21	-1%	?	-10%	-12%
- Cc1noc2ncnc(N3CCCC3)c12
  -2%	-5%	-14%	14%	-1%	-1%	-1	15%	5%	-3%	0%
- Cc1ccc(C(=O)Nc2ccc(S(=O)(=O)NC3=NCCCCC3)cc2)cc1S(=O)(=O)N1CCOCC1
  ·	?	-14%	·	-1%	-4%	40	·	·	2%	·
- Cc1ccc(C)c(S(=O)(=O)N2CCN(C(=O)c3cc(S(=O)(=O)NCc4ccccc4)ccc3C)CC2)c1
  ?	?	-1%	·	4%	-8%	4	8%	2%	0%	6%
- CCOc1ccc(-c2n[nH]c(C)c2-c2ccccc2OC)c(O)c1
  2µM*	?	-3%	?	13%	-6%	14	-9%	?	2%	6%
- O=C(Nc1ccc2c(c1)OCO2)c1ccccn1
  ·	?	1.4µM*	·	-4%	1.8µM*	17	·	·	9.5µM*	·
- O=C(c1ccc(Cl)cc1)N1CCN(c2ncccn2)CC1
  -20%	0%	1%	5%	6%	2%	6	0%	1%	-2%	·
- O=C(CC1SC(=Nc2ccc(O)cc2)NC1=O)Nc1ccccc1 (stereo unspecified)
  15%	-5%	2%	·	1%	-6%	21	-4%	6%	-10%	-3%

Three entries from above, as labelled records:
Compound: Cc1ccc(C(=O)Nc2ccc(S(=O)(=O)NC3=NCCCCC3)cc2)cc1S(=O)(=O)N1CCOCC1
  RORg inh = ·	ELG1 repair inh = ?	Rab9 promoter act = -14%	Menin MLL FP TR = ·	Mito fusion yeast = -1%	NPC1 prom act = -4%	KCNH2 3.1 block = 40	MBNL1-CUG inh = ·	VP16 counter = ·	FLuc modulator = 2%	PKM2 act = ·

Compound: CCOc1ccc(-c2n[nH]c(C)c2-c2ccccc2OC)c(O)c1
  RORg inh = 2µM*	ELG1 repair inh = ?	Rab9 promoter act = -3%	Menin MLL FP TR = ?	Mito fusion yeast = 13%	NPC1 prom act = -6%	KCNH2 3.1 block = 14	MBNL1-CUG inh = -9%	VP16 counter = ?	FLuc modulator = 2%	PKM2 act = 6%

Compound: O=C1C(c2ccccc2)SC(=Nc2ccccc2)N1S(=O)(=O)c1ccccc1 (stereo unspecified)
  RORg inh = 11%	ELG1 repair inh = 18%	Rab9 promoter act = 3%	Menin MLL FP TR = ?	Mito fusion yeast = 1%	NPC1 prom act = 6%	KCNH2 3.1 block = 21	MBNL1-CUG inh = -1%	VP16 counter = ?	FLuc modulator = -10%	PKM2 act = -12%

Screening data (PubChem)

These rows are one share of the data; count on the stated rates, not on these rows.
